High-throughput results from PubChem BioAssay.
mcGAS RapidFire = inhibitors of mouse cGAS; Q8C6L5; recombinant mouse cGAS, cGAMP by RapidFire MS; inhibition, % at 12.5 µM; actives 0.18% (n = 130,000);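 active = inhibition of cGAS enzyme activity at or above 60%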;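 note: enzyme stimulated by 45 bp dsDNA with ATP and GTP substrates; cGAMP share of summed cGAMP plus half ATP and half GTP signals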
Target sequence (Q8C6L5 whole entry, looked up): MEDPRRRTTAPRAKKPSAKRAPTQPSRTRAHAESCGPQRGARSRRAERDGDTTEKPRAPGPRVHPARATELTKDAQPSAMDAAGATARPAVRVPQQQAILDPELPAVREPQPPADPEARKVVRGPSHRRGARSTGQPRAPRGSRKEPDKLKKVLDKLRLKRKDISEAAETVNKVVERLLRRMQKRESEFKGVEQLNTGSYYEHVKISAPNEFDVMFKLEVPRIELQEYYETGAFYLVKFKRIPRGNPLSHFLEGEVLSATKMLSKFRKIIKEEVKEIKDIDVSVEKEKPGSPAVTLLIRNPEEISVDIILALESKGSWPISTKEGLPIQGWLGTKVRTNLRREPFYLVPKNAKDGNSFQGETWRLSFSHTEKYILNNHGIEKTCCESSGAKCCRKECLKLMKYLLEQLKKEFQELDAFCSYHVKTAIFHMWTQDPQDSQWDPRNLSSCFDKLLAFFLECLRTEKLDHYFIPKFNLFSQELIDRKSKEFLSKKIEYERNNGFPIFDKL
Numbers without * were called inactive; & = joins results of further samples.

`CCCN(CCC)Cc1ccc(C(=O)NC(C)c2cnn(C)c2C)cc1` (centres undefined) gave mcGAS RapidFire -2.
`COc1ccc(OCC(=O)N2CCOC(COc3ccc4c(c3)CCCC4)C2)cc1` (centres undefined) gave mcGAS RapidFire -5.
CC1CCc2c(sc3ncn(CC(=O)N4CCCCCC4)c(=O)c23)C1 (centres undefined) was read as mcGAS RapidFire -6.
For CCOc1ccccc1-n1c(=O)[nH]c2c(C(N)=O)nc(C3CCCCC3)nc21 the results were mcGAS RapidFire -4.
Screening Cc1cc(C(=O)CN(C)S(=O)(=O)c2cccc(Cl)c2)c(C)n1C returned mcGAS RapidFire -19.
`Fc1cc(Br)ccc1N=Cc1ccncc1` gave mcGAS RapidFire -8&-1.
CC1=C(C(=O)N2CCC(C(=O)Nc3ccc(Oc4ccccc4)nc3)CC2)OCCO1 was read as mcGAS RapidFire -2.
For Cn1cccc1C(=O)NNC(=O)Cc1ccccc1 the results were mcGAS RapidFire 6.
For N#CCS(=O)(=O)c1ccccc1 the results were mcGAS RapidFire -5.
`O=C1C(=O)N(CN2CCCC2c2cccs2)C(=O)N1CCc1cccs1` (centres undefined) gave mcGAS RapidFire -1.
Cn1c(SCCN2CCOCC2)nc2scc(-c3cccs3)c2c1=O was read as mcGAS RapidFire -6.
Screening CCn1c(CC2CCN(C/C(C)=C/c3ccco3)CC2)n[nH]c1=O returned mcGAS RapidFire -15.
Screening O=C(c1ccc(-c2ccsc2)nc1)N1CCC(Oc2cccnc2)CC1 returned mcGAS RapidFire -13.
For Cc1ccccc1OCCSc1nnc(-c2cccnc2)n1C the results were mcGAS RapidFire -1.
Screening CSc1nc(N)nc(SCC(=O)C(C)(C)C)c1C#N returned mcGAS RapidFire 0.
For CC(=O)c1sc(NC(=O)CCn2[nH]c(=O)ccc2=O)nc1C the results were mcGAS RapidFire -10.
Cc1cccc(OCC(O)CNC(=O)c2cnc3ccccn3c2=O)c1 (centres undefined) was read as mcGAS RapidFire -7.
For O=C(Nc1ccc2[nH]c(=O)[nH]c2c1)C1CC1c1ccccc1Cl (centres undefined) the results were mcGAS RapidFire 10.
`CCN(CC)c1ncccc1CNC(=O)c1c(F)cccc1OC` gave mcGAS RapidFire -31.
For c1cnc(N2CCN(Cc3ccc4c(c3)OCO4)CC2)nc1 the results were mcGAS RapidFire 12&15.
Cc1ccc(-c2[nH]ncc2CNC(C)CCCC(C)(C)O)cc1C (centres undefined) was read as mcGAS RapidFire -3.
Cc1cc(C)n(-c2ccc(NC(=O)C3CCCCN3C(=O)c3ccc[n+]([O-])c3)cc2)n1 (centres undefined) was read as mcGAS RapidFire -11.
For O=S(=O)(c1ccc(-n2cccn2)cc1)N1CCOCC1 the results were mcGAS RapidFire -2.
`CCOC(=O)C1(C)CCN1C(=O)c1cccnc1` (centres undefined) gave mcGAS RapidFire 11.
CCOc1ccc(Br)c(C=Nc2ccc3oc(=O)ccc3c2)c1O was read as mcGAS RapidFire -13.
Nc1c(N2CCC(c3ccccc3)CC2)ncnc1-n1cccn1 was read as mcGAS RapidFire -4.
Screening Fc1ccc(OCc2nc(-c3cccs3)no2)c(F)c1 returned mcGAS RapidFire -7.
Screening COc1ccc(-c2c3c(=O)n(Cc4ccco4)ccc3nc3ncnn23)cc1 returned mcGAS RapidFire 8.
CNS(=O)(=O)c1ccc(-c2nccn2CCc2ccco2)cc1 was read as mcGAS RapidFire -18.
`CCOC(=O)c1nn(-c2ccccc2C)c(=O)cc1OCC(=O)Nc1cccc(OC)c1` gave mcGAS RapidFire -7.
`COc1ccc(OC)c(C(=O)Nc2cc(C)nc(N3CCOCC3)n2)c1` gave mcGAS RapidFire -1.
Screening CC(C)Oc1ccc(S(=O)(=O)N2CCOCC2)cc1NC(=O)C(C)n1c(=O)oc2ccccc21 (centres undefined) returned mcGAS RapidFire -7.
For COc1c(OC)c2occc2c2oc(=O)ccc12 the results were mcGAS RapidFire -23.
For CC1CCN(c2onc(-c3ccccc3)c2CNCCN2CCOCC2)CC1 the results were mcGAS RapidFire -11.
For COc1ccc(C)cc1CN1CCCN(C(C)=O)c2ccccc21 the results were mcGAS RapidFire 0.
O=C(NCCc1csc(-c2cccnc2)n1)C1CNCCO1 (centres undefined) was read as mcGAS RapidFire 9.
`O=C(OC1CCN(CC(F)(F)F)CC1)C1COc2ccccc21` (centres undefined) gave mcGAS RapidFire -5.
COCCn1c(C)cc(O)c(C(c2cccnc2)N2CCN(c3ccccn3)CC2)c1=O (centres undefined) was read as mcGAS RapidFire -8.
For Cc1ncc(COC(=O)C2Oc3ccccc3C2C)s1 (centres undefined) the results were mcGAS RapidFire 3.
`COc1cc(S(=O)(=O)N(C)Cc2ccc(C)cc2)ccc1NC(C)=O` gave mcGAS RapidFire -31.

2 entries picked at random from the list so far, as already listed:
`O=C(OC1CCN(CC(F)(F)F)CC1)C1COc2ccccc21` (centres undefined) gave mcGAS RapidFire -5.
O=C(NCCc1csc(-c2cccnc2)n1)C1CNCCO1 (centres undefined) was read as mcGAS RapidFire 9.

Following part.
Screening O=C1OCC(CO)(CO)N=C1NNc1ccc(I)cc1 returned mcGAS RapidFire -5.
For COc1cc(C)ccc1S(=O)(=O)NC(=O)C1(C)CCN1C(=O)c1ccc(C2CCCCC2)cc1 (centres undefined) the results were mcGAS RapidFire -9.
For O=C(N[C@@H](CO)c1ccccc1)c1ccc(NC(=O)C2CCC2)cc1 the results were mcGAS RapidFire -42.
For COc1ccc(C=NOCc2ccc(Cl)c(Cl)c2)c(OC)c1 the results were mcGAS RapidFire 45.
For Cc1cncc(N2CCN(c3ccccn3)CC2)n1 the results were mcGAS RapidFire -9.
Screening CCOc1cc(/C=N\n2cnnc2)cc(Cl)c1OCc1ccc(F)cc1 returned mcGAS RapidFire -31.
COc1ccc(C(=O)N2CCOCC2)cc1S(=O)(=O)N(C)Cc1ccccc1 was read as mcGAS RapidFire -3.
Screening CC(C)C(=O)N1CCC(C(=O)Nc2ccc(NC(=O)CN3CCOCC3)cc2)CC1 returned mcGAS RapidFire -16.
CC(C)c1ccc(S(=O)(=O)NC2CC(C)(C)NC(C)(C)C2)cc1 was read as mcGAS RapidFire -6.
`CC(=O)Cn1c(=O)c2c(nc3n(-c4ccc(C)cc4)c(C)c(C)n23)n(C)c1=O` gave mcGAS RapidFire -5.
`CN1CCN(c2ccc(C(F)(F)F)cc2NC(=O)C2CCCC2)CC1` gave mcGAS RapidFire -1.
O=C(CC(Nc1ccc(Cl)cc1Cl)C(=O)O)c1ccccc1 (centres undefined) was read as mcGAS RapidFire -1.
Screening CN(C)c1nc(N)nc(COC(=O)COc2cccc(C(F)(F)F)c2)n1 returned mcGAS RapidFire -10.
`C[C@H](C(=O)NCCOc1ccccc1)N1Cc2ccc(N3CCOCC3)nc2C1=O` gave mcGAS RapidFire 5.
Screening CC1(C(=O)NS(=O)(=O)c2ccc(C#N)cc2)CCN1C(=O)COc1ccc(Cl)cc1 (centres undefined) returned mcGAS RapidFire -11.
Screening CCC1CN(C(=O)c2cccnc2SC)CCC(=O)N1Cc1ccccc1 (centres undefined) returned mcGAS RapidFire -7.
`COc1ccc(C(=O)N2CCCC(CCC(=O)NCc3ccc(C)o3)C2)cc1F` (centres undefined) gave mcGAS RapidFire 4.
Screening COC(=O)CCc1c(C)nn(-c2ccc(C(=O)N3CCNC(=O)C3C)cc2)c1C (centres undefined) returned mcGAS RapidFire -29.
Screening O=C(CCC1CCN(C(=O)C2(N3CCCC3)CCCC2)CC1)Nc1ccccc1 returned mcGAS RapidFire -4.
Screening COc1ccc(-c2noc(COc3cc(Cl)ccc3Cl)n2)cc1OC returned mcGAS RapidFire 1.
For CC(C)C(=O)Nc1cccnc1-c1ccc(C(C)N2CCOCC2)cc1 (centres undefined) the results were mcGAS RapidFire -26.
For O=C(Cc1c[nH]c2ccccc12)NN=C1CCN(C2CCCC2)CC1 the results were mcGAS RapidFire -12.
Screening CCn1ccc(C(=O)NCc2cccnc2Oc2ccc(C)nc2)n1 returned mcGAS RapidFire 5.
`COc1ccccc1OC1CCN(Cc2cn[nH]c2-c2ccc(C)c(C)c2)CC1` gave mcGAS RapidFire -7&-3.
CCOc1ccc(NC(=O)c2cccnc2NC2CCCC2)cc1F was read as mcGAS RapidFire -11.
`Cn1cc(/C=C/C(=O)N2CCCC2c2ccc(Cl)c(Cl)c2)c(=O)n(C)c1=O` (centres undefined) gave mcGAS RapidFire -1.
For Cc1nn(CCNC(=O)C2CC(=O)N(Cc3ccccn3)C2)c(C)c1Cl (centres undefined) the results were mcGAS RapidFire -2.
For COc1ccc([C@@H](C)n2ccnc2-c2cnc(N3CCCC3)nc2)cc1 the results were mcGAS RapidFire -11.
For COc1cc2c(cc1OC)C(C)N(Cc1nc(-c3ccco3)oc1C)CC2 (centres undefined) the results were mcGAS RapidFire -11.
COC(=O)C(NC(=O)CC(C)C)(Nc1ccccn1)C(F)(F)F (centres undefined) was read as mcGAS RapidFire -1.
Screening CCC(=O)NC1CCCN(C(=O)Nc2cccn(C)c2=O)C1 (centres undefined) returned mcGAS RapidFire -5.
CC(C)Cn1c(-c2ccccc2)cn2c3c(=O)n(C)c(=O)n(C)c3nc12 was read as mcGAS RapidFire -5.
CCOC(=O)N1CCN(Cc2nc3c(c(=O)n(C)c(=O)n3C)n2Cc2ccc(F)cc2)CC1 was read as mcGAS RapidFire -11.
c1ccc(C2CC(=NN3CCOCC3)c3ccccc3O2)cc1 (centres undefined) was read as mcGAS RapidFire -3.
Cc1ccc(C=Nn2c(C)cc(C)c(C#N)c2=O)o1 was read as mcGAS RapidFire -11.
Screening Cc1cc(C)c(C)c(S(=O)(=O)N2CCC(C(=O)N3CCCC(C)C3)CC2)c1C (centres undefined) returned mcGAS RapidFire -8.
Screening CC(NC(=O)c1ccc2oc(CCc3ccccc3)nc2c1)c1ccncn1 (centres undefined) returned mcGAS RapidFire 1.
Screening CC(C)C1CN(CCc2c[nH]c(=O)n(C)c2=O)CCC(=O)N1CC1CC1 (centres undefined) returned mcGAS RapidFire -29.
For O=C1CC2C3C4C5C(C2C5(Br)C32OCCO2)C14Br (centres undefined) the results were mcGAS RapidFire -2.
O=C(COc1ccc2c(c1)CCC(=O)N2)Nc1ccccc1 was read as mcGAS RapidFire -10.
Screening N#Cc1c(Cl)nsc1NCCC1CC2CCC1C2 (centres undefined) returned mcGAS RapidFire -6.
CC(=O)N1CCN(C(=O)CS(=O)(=O)Cc2ccccc2)CC1 was read as mcGAS RapidFire -1.
`CC(Oc1cccc(Br)c1)C(=O)NNC(=O)c1ccc[nH]c1=O` (centres undefined) gave mcGAS RapidFire -4.
Screening N#CC1(c2nc3ccccc3s2)Cc2ccccc2N2CCCC21 (centres undefined) returned mcGAS RapidFire -2.
For CCC1CN(C(=O)Nc2ccc(F)cc2Br)CCO1 (centres undefined) the results were mcGAS RapidFire -7.
Screening COC(=O)[C@@H]1C[C@@H](N(C)C)CN1C(=O)c1cc2ccccn2n1 returned mcGAS RapidFire -11.
For Cc1cc(C)c(C(=O)N2CCC3(C=Cc4ccccc43)CC2)c(=O)[nH]1 the results were mcGAS RapidFire -9.
Screening CC(C)(NC(=O)c1cccs1)C(=O)NC[C@H]1CCc2ccccc2O1 returned mcGAS RapidFire 1.
For COc1ccc(S(=O)(=O)NC(C)c2ccncc2)cc1F (centres undefined) the results were mcGAS RapidFire -5.
For O=C(O)CCc1cccs1 the results were mcGAS RapidFire -5.
Cc1nc(C2CCNCC2)cc(N2CCC(C(=O)NCc3ccco3)CC2)n1 was read as mcGAS RapidFire -9.
CN(Cc1ccccc1)c1ccc(S(=O)(=O)N2CCCCC2)cn1 was read as mcGAS RapidFire -1.
For Cc1ccc(C)c(Nc2nc(N3CCN(CCO)CC3)nc3nccnc23)c1 the results were mcGAS RapidFire -5.
Screening O=c1oc(-c2cccs2)nn1CC(O)c1ccccc1 (centres undefined) returned mcGAS RapidFire -7.
`CCOCCNCC(C)C(=O)OC` (centres undefined) gave mcGAS RapidFire -19.
`c1ccc(OCCSc2nnc3sc4ccccc4n23)cc1` gave mcGAS RapidFire 46.
`Cc1cccc(CN2CCC3(CCOCC3)CC2)c1O` gave mcGAS RapidFire -33.
`COc1ccc2cc(-c3[nH]ncc3CN3CCN(c4ccc(Cl)cn4)CC3)ccc2c1` gave mcGAS RapidFire -5.
For O=C(CCC1CCCCC1)Nn1cnc2c(cnn2-c2ccccc2)c1=O the results were mcGAS RapidFire -3.
`Cc1cc(C)cc(OCC(=O)N2CCNCC2)c1` gave mcGAS RapidFire -17.
CCOC(=O)[C@H](CCc1ccccc1)N[C@H](C)C(=O)N1C2CCCCC2C[C@H]1C(=O)O (some centres undefined) was read as mcGAS RapidFire 0.
`CCOc1ccc(-n2nnc3c(=O)n(CC(=O)NC4CCCCC4)cnc32)cc1` gave mcGAS RapidFire 4.
For CCCN1C(=O)NC(=O)C1=O the results were mcGAS RapidFire -39.
For Cc1cccn2c(=O)cc(CSc3nnnn3C3CCCC3)nc12 the results were mcGAS RapidFire 7.

Of the compounds above, these have an NH in an aromatic ring.
For CCOc1ccccc1-n1c(=O)[nH]c2c(C(N)=O)nc(C3CCCCC3)nc21 the results were mcGAS RapidFire -4.
Screening CCn1c(CC2CCN(C/C(C)=C/c3ccco3)CC2)n[nH]c1=O returned mcGAS RapidFire -15.
For CC(=O)c1sc(NC(=O)CCn2[nH]c(=O)ccc2=O)nc1C the results were mcGAS RapidFire -10.
For O=C(Nc1ccc2[nH]c(=O)[nH]c2c1)C1CC1c1ccccc1Cl (centres undefined) the results were mcGAS RapidFire 10.
Cc1ccc(-c2[nH]ncc2CNC(C)CCCC(C)(C)O)cc1C (centres undefined) was read as mcGAS RapidFire -3.
For O=C(Cc1c[nH]c2ccccc12)NN=C1CCN(C2CCCC2)CC1 the results were mcGAS RapidFire -12.
`COc1ccccc1OC1CCN(Cc2cn[nH]c2-c2ccc(C)c(C)c2)CC1` gave mcGAS RapidFire -7&-3.
Screening CC(C)C1CN(CCc2c[nH]c(=O)n(C)c2=O)CCC(=O)N1CC1CC1 (centres undefined) returned mcGAS RapidFire -29.
`CC(Oc1cccc(Br)c1)C(=O)NNC(=O)c1ccc[nH]c1=O` (centres undefined) gave mcGAS RapidFire -4.
For Cc1cc(C)c(C(=O)N2CCC3(C=Cc4ccccc43)CC2)c(=O)[nH]1 the results were mcGAS RapidFire -9.
`COc1ccc2cc(-c3[nH]ncc3CN3CCN(c4ccc(Cl)cn4)CC3)ccc2c1` gave mcGAS RapidFire -5.

A portion of the library. The share of hits here may be higher or lower than overall.
